Runt-CBFb FRET = inhibitors of human RUNX1 Runt domain binding to CBFb | inhibition, % at 20 µM | Cerulean-Runt/Venus-CBFb FRET ratio 530/480, 1 h | hit rate 0.46% among 220,000 | Q01196+Q13951 | AID 1496;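 active = inhibition over about 50% at 20 µM in the single-dose screen, limit read from the data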;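 note: 0% = DMSO wells and 100% = excess unlabeled CBFb competitor control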
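Buffer or medium: Tris pH 7.5 buffer with BSA. Assay system: Cerulean-labeled Runt domain protein. Amount: each fluorescent fusion protein 100 nM. Read-out basis: loss of energy transfer signal. Incubation: 1 h compound exposure, room temperature. Probe or stimulus: Venus-CBFb binding partner, 100 nM. Detection: FRET, excitation 422 nm, emission at 530 and 480 nm.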
S1P4 antagonist = blocks the human S1P4 receptor; hit rate 0.26% among 220,000; S1P4-expressing cells, antagonist mode, reporter read-out; O95977; inhibition, % at 4.98 µM; AID 1510; in the data active = inhibition above about 29%;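 note: 0% = wells stimulated with agonist and 100% = vehicle wells without agonist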
RBBP9 inhibitor = blocks human serine hydrolase RBBP9; recombinant RBBP9, FP-Rh probe fluorescence polarization; inhibition, % at 7.94 µM; hit rate 0.2% among 220,000; AID 1515;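 active = inhibition above the campaign mean of all tested compounds plus 3 SD, cut at about 14% in these data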;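 note: plate controls were DMSO wells with RBBP9 for no effect and wells lacking RBBP9 protein for full effect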
Target sequence (O75884 whole entry, looked up): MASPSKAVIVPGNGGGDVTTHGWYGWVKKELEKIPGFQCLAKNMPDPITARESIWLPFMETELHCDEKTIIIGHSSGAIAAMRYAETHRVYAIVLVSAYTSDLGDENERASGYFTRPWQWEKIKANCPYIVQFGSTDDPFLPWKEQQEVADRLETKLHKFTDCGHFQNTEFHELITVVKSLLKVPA
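System: RBBP9 protein / Quantity: 2.5 µM RBBP9 dispensing solution, before mixing / Also added: Serine-hydrolase probe FP-Rh, 375 nM pre-mixing / Dosing: 7.94 µM single dose, 0.794% DMSO / Timing: enzyme-compound preincubation 30 min, then probe labeling 45 min, 25 °C / Signal: FP readout at 525/598 nm / Controls: DMSO-treated enzyme wells and wells lacking RBBP9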
NPY Y1 blocker = blocks the human neuropeptide Y Y1 receptor; P25929; HEK293-CNG Y1 cells, membrane potential fluorescence; NPY at EC95, then isoproterenol; inhibition, % at 3.6 µM; hit rate 1% among 200,000;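 active = inhibition above the campaign mean inhibition of all tested compounds plus 3 SD, cut at about 20% in these data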;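 note: 0% = DMSO wells given NPY plus isoproterenol and 100% = isoproterenol alone without NPY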
Target sequence (P25929 whole entry, looked up): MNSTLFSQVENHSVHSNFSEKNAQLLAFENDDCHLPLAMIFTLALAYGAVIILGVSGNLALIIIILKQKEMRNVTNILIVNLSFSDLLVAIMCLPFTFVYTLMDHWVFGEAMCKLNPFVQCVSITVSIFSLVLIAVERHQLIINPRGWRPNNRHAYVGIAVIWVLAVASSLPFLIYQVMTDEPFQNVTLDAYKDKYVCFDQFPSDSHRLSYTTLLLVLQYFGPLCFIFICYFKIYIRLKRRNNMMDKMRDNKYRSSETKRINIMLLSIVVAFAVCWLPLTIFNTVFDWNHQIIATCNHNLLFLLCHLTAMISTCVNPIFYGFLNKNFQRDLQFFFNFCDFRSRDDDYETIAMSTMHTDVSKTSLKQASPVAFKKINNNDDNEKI
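Material: Y1- and CNG-channel-expressing HEK293 cells / Probe or stimulus: NPY 25 nM then isoproterenol 1 µM plus Ro 20-1724 25 µM / Doses: 3.6 µM single dose, DMSO 0.4% / Schedule: compound incubation 1 h at room temperature, readout 45 min post-stimulation / Signal: membrane potential fluorescence / Benchmarks: isoproterenol-only wells as full block versus NPY-plus-isoproterenol wells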
BaF3 parental = parental Ba/F3 viability inhibition as JAK2V617F counter-screen; CellTiter-Glo ATP luminescence; inhibition, % at 5.6 µM; hit rate 1.1% among 220,000; AID 1486;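 active = inhibition above a per-campaign cutoff, the mean inhibition of all tested compounds plus 3 SD, cut at about 27% in these data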;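 note: 0% = DMSO wells and 100% = JAK Inhibitor I control wells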
NPY-Y2 PAM-ag = potentiators or agonists of human neuropeptide Y receptor Y2; P49146; cells expressing NPY-Y2, potentiator/agonist read-out; activation, % at 3.6 µM; hit rate 0.45% among 220,000; in the data active = activation above about 27%;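 note: cells stimulated with NPY near EC25 plus isoproterenol at EC100; 0% = vehicle plus submaximal agonist and 100% = vehicle plus saturating agonist; some results beyond the cut were filed as inactive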
Target sequence (P49146 whole entry, looked up): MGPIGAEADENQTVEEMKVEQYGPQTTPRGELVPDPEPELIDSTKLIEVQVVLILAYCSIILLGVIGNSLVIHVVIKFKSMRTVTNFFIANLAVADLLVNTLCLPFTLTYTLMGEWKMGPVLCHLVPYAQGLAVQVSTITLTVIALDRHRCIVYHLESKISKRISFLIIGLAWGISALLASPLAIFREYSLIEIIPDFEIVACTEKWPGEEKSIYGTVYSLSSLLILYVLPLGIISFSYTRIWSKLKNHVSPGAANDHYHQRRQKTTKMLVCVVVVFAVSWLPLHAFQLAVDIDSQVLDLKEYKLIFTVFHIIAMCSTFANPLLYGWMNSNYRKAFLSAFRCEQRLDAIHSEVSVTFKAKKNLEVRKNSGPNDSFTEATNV
NPY1 pot ag = potentiators or agonists of human neuropeptide Y receptor Y1; NPY-Y1 expressing cells, potentiator/agonist activation; activation, % at 3.6 µM; AID 1304; P25929; hit rate 0.37% among 220,000; in the data active = activation above about 33%, passing the limit was not always enough;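 note: cells stimulated with NPY at EC10 then isoproterenol at EC100; 0% = low agonist plus stimulus and 100% = saturating agonist plus stimulus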
Ba/F3 V617F tox = reduce viability of Ba/F3 cells dependent on JAK2V617F. inhibition, % at 5.6 µM. hit rate 1.1% among 220,000. Ba/F3 EpoR-JAK2V617F viability, ATP luminescence;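 active = inhibition above the campaign mean plus 3 SD over all tested compounds, cut at about 24% in these data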;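 note: cytokine-independent growth of Ba/F3 cells driven by EpoR plus mutant JAK2; 0% = DMSO-treated cells and 100% = JAK inhibitor I control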
S1P4 ag = human S1P4 receptor agonism; S1P4-expressing cell line, agonist reporter assay; activation, % at 4.98 µM; hit rate 0.35% among 220,000; O95977; in the data active = activation above about 11%;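 note: 0% = DMSO vehicle and 100% = reference agonist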
An asterisk follows results filed as active; nt = not tested or not shown.

SMILES	Runt-CBFb FRET	S1P4 antagonist	RBBP9 inhibitor	NPY Y1 blocker	BaF3 parental	NPY-Y2 PAM-ag	NPY1 pot ag	Ba/F3 V617F tox	S1P4 ag
O=C(CC1SCCNC1=O)Nc1cc(Cl)cc(Cl)c1 (configuration not stated)	0.3	-9.2	-9.2	2.9	6.9	-5.5	-8.9	0.2	-2.6
CCN=C(NCC)SC1CC(=O)N(c2ccccc2)C1=O (configuration not stated)	-3.0	-11.8	-11.1	0.8	1.6	5.2	-0.8	-1.1	-0.1
COc1cccc(CN(C(=O)c2ccco2)C(C(=O)NC2CCCC2)c2cccnc2)c1 (configuration not stated)	4.4	4.8	-9.3	7.9	-3.3	2.7	5.8	-1.3	-0.1
N#Cc1cc(Oc2ccc(Cl)cc2)c(N2CCOCC2)cc1C#N	nt	-12.2	-7.2	2.3	4.4	-3.5	-3.3	-0.8	0.0
CCOC(=O)c1c(C)[nH]c(C(=O)CSc2nnc(-c3ccncc3)n2CC)c1C	-0.4	9.6	-1.3	5.2	0.8	-9.0	-11.8	0.8	0.8
COc1ccc(OCc2csc(N)n2)cc1	0.6	-5.2	-12.0	2.6	6.6	0.4	7.6	1.0	-2.1
Oc1c(Br)cccc1/C=N/Nc1c(F)c(F)c(F)c(F)c1F	0.4	-6.8	-1.9	-1.4	3.9	16.4	22.2	0.3	0.8
CCOc1ccccc1NC(=O)COC(=O)C(CC(C)C)N1C(=O)C2CC=CCC2C1=O (configuration not stated)	-2.9	-13.2	-3.5	5.5	2.3	2.4	-9.6	-2.3	-0.2
S=C(NC1CCCC1)NC1CC1	-1.0	-2.0	1.6	1.3	4.4	-8.3	12.3	-2.2	0.9
CC1(C)Cc2cccc(OCC(O)CN3CCN(c4ccccn4)CC3)c2O1 (configuration not stated)	-1.7	-10.2	-8.2	-14.7	3.9	91.0*	103.9*	0.7	0.0
COc1cc(NC(=S)N2CCC(C(N)=O)CC2)c(OC)cc1Cl	5.2	-8.7	-10.8	4.6	-2.8	-7.4	-14.6	-1.8	0.0
O=c1cc(-c2ccccc2)nc2cc(-c3ccco3)[nH]n12	14.8	3.9	-7.3	nt	-1.4	-8.2	-0.6	1.7	1.6
O=C(NC1CCCC1)C(c1ccncc1)N(Cc1ccccc1)C(=O)Cc1cccs1 (configuration not stated)	0.6	-16.9	-3.9	21.0*	0.2	3.4	-7.3	-1.7	-0.9
Cc1cc(C(=O)Nc2c(F)c(F)c(F)c(F)c2F)n(-c2ccccc2)n1	-1.9	3.7	1.0	0.7	0.5	4.3	2.8	-2.7	1.1
CC1=C(C(=O)OCC2CCCO2)C(c2ccccc2)C2=C(CC(C)(C)CC2=O)N1 (configuration not stated)	19.6	2.1	-10.3	-0.3	3.8	-10.2	-1.9	-2.0	0.1
CCOCc1cnc(C)nc1NCC(=O)c1c(C)[nH]c2ccc(OC)cc12	-4.0	3.7	0.4	-2.4	5.1	-20.2	-9.2	-0.2	0.1
Cc1cccn2c(CN3CCCN(C=O)CC3)c(C(=O)N(C)CCc3ccccc3)nc12	-0.2	-9.7	5.7	-5.3	-2.3	6.1	-8.4	-1.2	-0.6
Cc1cc(NC(=O)CCC(=O)N(CC(=O)NC2CCCC2)Cc2ccc(F)cc2)no1	-0.9	-7.4	-7.6	-7.5	3.7	-16.0	2.4	0.9	0.1
Cn1nnc(NC(=O)c2cccc([N+](=O)[O-])c2)n1	-1.9	-13.2	-1.5	nt	-3.5	2.9	8.1	-2.2	0.6
O=C1N=C(N2CCOCC2)S/C1=C/c1cc2c(cc1[N+](=O)[O-])OCO2	11.2	6.1	-3.1	nt	-2.9	-13.5	5.2	0.9	1.1
Nc1cc(=O)[nH]c(SCC(=O)NCC2CCCO2)n1 (configuration not stated)	0.1	-1.7	4.5	5.2	5.6	-7.3	9.9	-0.8	-0.7
Cc1nc(N)c(Cc2ccc(Cl)cc2Cl)c(N)n1	0.0	-15.5	-0.4	-2.5	1.6	-2.7	-13.9	3.8	-1.3
Cc1ccc2cc(CCNC(=O)c3ccc(Br)o3)c(=O)[nH]c2c1	-2.1	3.0	-4.6	-1.5	-0.5	-3.8	-8.0	-2.6	-1.6
CC(C)CNC(=O)c1ccc(NC(=O)c2cccs2)cc1	1.1	-1.1	-1.7	3.5	3.2	-1.8	8.1	-3.7	0.5
Cc1ccc(C(=O)C2CCN(S(=O)(=O)c3c(C)noc3C)CC2)cc1	-1.3	13.1	-4.2	nt	-1.3	19.2	-2.7	-1.6	-0.6
COc1ccc(N2CCN(C(=O)CSc3nnc4c(C)cc5ccc(C)c(C)c5n34)CC2)cc1	-2.6	1.8	-2.0	9.2	6.9	-2.1	25.2	2.4	0.1
Cc1ccc(NC(=O)CSc2n[nH]c(=O)n2C2CC2)cc1S(=O)(=O)N1CCOCC1	1.4	-13.6	-10.1	2.6	5.0	14.4	15.7	-1.3	0.3
COC(=O)c1cc(COC(=O)c2cccnc2SC)oc1C	-1.5	-7.7	-6.5	11.7	4.3	-25.3	-33.7	2.7	-1.9
N#Cc1c(NCCCO)nc(NCc2ccccc2)c2c1CCN(Cc1ccccc1)C2	18.0	-1.0	-2.5	2.0	4.7	-3.6	7.0	-1.2	-0.1
C=CCOc1c(Cl)cc(CNc2ccc(N(C)C)cc2)cc1OC	-0.7	-10.1	3.8	-4.0	3.4	2.5	4.7	-4.5	1.1
CC(C)c1ccc(N(CC(=O)NN=C2CCN(C)CC2)S(=O)(=O)c2ccccc2)cc1	-1.4	10.0	3.3	-0.7	3.1	-2.4	6.4	-2.0	-2.7
O=C1N(Cc2cccnc2)C[C@@H]2C[C@@H](c3cccc(C(F)(F)F)c3)N3CCC[C@@]123	-1.5	-11.0	4.4	2.8	8.0	-4.3	8.4	1.3	2.9
CCCn1nnc(NC(=O)/C=C/c2ccco2)n1	1.6	-3.9	-11.7	nt	-3.2	7.4	6.2	-2.5	0.4
O=C(CSc1nc2cc(S(=O)(=O)N3CCOCC3)ccc2o1)NC1CCCc2ccccc21 (configuration not stated)	26.3	-12.4	-3.4	3.5	5.6	-2.7	-22.4	-3.7	0.5
CCOc1ccccc1NC(=O)Nc1cccc(NC(C)=O)c1	0.0	11.6	-1.5	nt	-2.4	0.9	14.2	-1.6	0.2
CCN(c1ccccc1)S(=O)(=O)c1cccc(C(=O)O)c1	-0.9	-15.2	-2.1	0.8	5.9	-15.6	2.3	0.8	0.4
OCCN(Cc1ccccc1)C(=S)Nc1ccc(F)cc1	3.2	-10.1	1.9	2.3	1.1	-3.6	-5.7	-1.8	1.1
CCCCCCNC(=O)CCCCCNS(=O)(=O)c1ccc(OC)cc1	-6.4	4.7	-5.0	-0.7	3.3	-13.4	-0.8	0.5	2.1
Cn1cc(C(=O)c2ccc(Cl)cc2Cl)cc1C=O	0.5	-18.6	4.8	-3.2	1.3	-4.2	18.7	-3.2	-2.6
O=C(O)COc1ccc(C(=O)Cc2ccc3c(c2)OCCCO3)c(O)c1	-3.3	-15.9	-5.8	-7.8	5.4	21.4	18.6	2.9	1.0
CC1(C)CC(=O)C(N=Nc2cccc(S(=O)(=O)N3CCOCC3)c2)=C(O)C1	1.2	13.6	-4.8	nt	0.2	-6.7	4.4	0.6	-1.3
CCC1(C)Cc2c(C#N)c(N)n(-c3ccccc3)c(=O)c2CO1 (configuration not stated)	-1.0	-31.3	-8.5	-2.5	1.1	4.9	13.3	-4.8	-0.5
COc1cc(-c2n[nH]c(=S)n2-c2cccc(C(F)(F)F)c2)cc(OC)c1OC	11.9	-11.4	-2.5	5.7	2.8	4.4	-5.6	-0.7	0.0
O=C(OCc1csc(-c2ccccc2)n1)c1cccs1	-0.8	14.5	-8.6	2.0	4.6	7.1	10.5	-3.5	1.1
Cc1sc2ncnc(NCC(c3ccco3)N(C)C)c2c1C (configuration not stated)	nt	6.5	-9.1	3.8	0.6	8.8	13.2	-0.9	0.4
Cc1cnc(C(=O)OCC(=O)c2csc(N3CCCCC3)n2)cn1	0.9	-5.7	-2.4	0.9	0.7	10.0	1.3	-1.6	-0.4
COc1ccc(-c2nc(CN3CCC(c4ccccc4)CC3)c(C)o2)cc1OC	-0.8	0.9	-5.9	15.7	8.8	-5.2	-5.1	0.5	1.0
O=C1CCCC2=C1C1(O)C(=O)c3ccccc3C1(O)O2 (configuration not stated)	1.9	-6.1	2.8	-2.2	1.7	4.6	17.4	-2.1	1.1
Cc1c(C)[n+](=O)c2c(n1[O-])C(Br)CCC2Br (configuration not stated)	0.7	-10.5	-14.9	nt	1.3	5.2	-26.0	2.8	0.2
O=C(NC1CCCCC1)c1cccc(COCC(F)(F)F)c1	-1.4	-14.5	-8.8	-4.0	6.1	-15.2	5.6	2.9	2.3

Continuation:
SMILES	Runt-CBFb FRET	S1P4 antagonist	RBBP9 inhibitor	NPY Y1 blocker	BaF3 parental	NPY-Y2 PAM-ag	NPY1 pot ag	Ba/F3 V617F tox	S1P4 ag
O=c1cc(N=Nc2ccc(Cl)cc2)[nH]c(=O)[nH]1	12.7	4.3	1.6	nt	-2.6	-37.0	24.2	-2.3	-0.6
COc1ccc(N(CC(=O)NC2CCCC2)C(=O)Cn2nnc(-c3ccc(F)cc3)n2)cc1OC	-3.1	-2.9	-3.4	0.3	7.5	-3.9	4.3	8.2	-2.2
CS(=O)(=O)Oc1ccc2c(c1)O/C(=C\c1cccnc1)C2=O	-1.4	0.0	0.5	nt	-0.8	5.1	-8.8	-5.2	-1.5
CCOC(=O)c1c(C)c(C(=O)NCCc2ccc(S(N)(=O)=O)cc2)c(C)n1CC	-1.7	-26.1	4.0	0.8	7.0	-23.6	-4.4	-0.8	0.1
COc1cccc(C(NC(=O)c2ccccc2F)NC(=O)c2ccccc2F)c1	-3.7	-7.3	2.5	3.2	0.1	-13.2	-2.3	-3.6	0.9
COc1ccc(NC(=O)CCCn2c(=O)c3sccc3n(Cc3ccccc3C)c2=O)cc1	-0.5	-15.9	-6.3	4.6	3.2	2.9	17.1	-0.9	1.1
O=c1nc(N2CCCCCC2)nc(N2CCCCCC2)[nH]1	-1.4	4.5	4.1	-4.6	2.9	13.3	24.9	-1.0	0.8
CCOC(=O)c1c(C)c(/C=N/Nc2ccccc2)n(C)c1C	-0.1	19.0	-3.3	-2.8	7.3	-0.3	-1.4	0.6	-0.3

2 records drawn at random from those above, as already listed:
SMILES	Runt-CBFb FRET	S1P4 antagonist	RBBP9 inhibitor	NPY Y1 blocker	BaF3 parental	NPY-Y2 PAM-ag	NPY1 pot ag	Ba/F3 V617F tox	S1P4 ag
COc1ccc(N(CC(=O)NC2CCCC2)C(=O)Cn2nnc(-c3ccc(F)cc3)n2)cc1OC	-3.1	-2.9	-3.4	0.3	7.5	-3.9	4.3	8.2	-2.2
COc1cccc(C(NC(=O)c2ccccc2F)NC(=O)c2ccccc2F)c1	-3.7	-7.3	2.5	3.2	0.1	-13.2	-2.3	-3.6	0.9

Screens deposited in PubChem BioAssay by several laboratories.
